From PubChem BioAssay
VIM-2 inhibitor: blocks Pseudomonas aeruginosa VIM-2 metallo-beta-lactamase; purified VIM-2, nitrocefin hydrolysis, epi-absorbance fluorescence; inhibition, % at 5.6 µM; hit rate 0.89% among 290,000; AID 1527;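 active = inhibition above the mean of all tested compounds plus 3 SD, cutoff set per screening run, cut at about 7.5% in these data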;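 note: red hydrolysis product quenches plate fluorescence so inhibitors raise well fluorescence; 0% = enzyme with DMSO and 100% = DMSO without enzyme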
SUMO HTRF inh: SUMOylation inhibition. HTRF SUMOylation assay, SAE1/SAE2 + UBC9, in vitro. P63279. hit rate 0.36% among 290,000. AID 2006. inhibition, % at 35 µM; in the data active = inhibition above about 50%, passing the limit was not always enough; note: strong numbers were not always called active
Target sequence (P63279 whole entry, looked up): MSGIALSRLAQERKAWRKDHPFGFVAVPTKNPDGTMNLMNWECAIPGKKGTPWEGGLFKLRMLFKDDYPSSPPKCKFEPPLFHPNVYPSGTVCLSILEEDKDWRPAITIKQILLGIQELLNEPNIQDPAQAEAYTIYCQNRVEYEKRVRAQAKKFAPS
CRFBP-R2 block: CRF-BP/CRF-R2 complex antagonism. HEK293 CRF-R2/CRF-BP, CRF-induced calcium fluorescence. inhibition, % at 11.8 µM. hit rate 0.59% among 350,000;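 active = inhibition of the ligand-induced calcium signal above about 50% at the single tested concentration, limit read from the data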
pCIP destab: compounds decreasing mouse p/CIP protein stability. F442A p/CIP-EGFP cells, EGFP fluorescence, 16 h. Q05BA5. decrease of EGFP signal, % at 10 µM. AID 1984. hit rate 0.01% among 290,000;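 active = EGFP signal decrease of at least 30% at 10 µM or well 3 SD below plate mean, unless failing retest; inactive = the rest, including hits failing retest or dose response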; note: some compounds called inactive have numbers as strong as hits; many of its hits are not listed in these tables
IDE inh: inhibits human insulin-degrading enzyme in HEK cells. P14735. hit rate 0.41% among 320,000. inhibition, % at 5.59 µM. FAbetaB cleavage, fluorescence polarization;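 active = percent inhibition above the average of all tested compounds plus 3 SD, set per screening campaign, cut at about 16% in these data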;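 note: IDE supplied by intact live HEK cells; FP after avidin binding of uncleaved biotin substrate so inhibition keeps polarization high; 0% = DMSO wells and 100% = 60 µM reference IDE inhibitor Ii1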
GalR3 antagonist: antagonists of human GalR3 | AID 651719 | HEK293 GalR3-CNG cAMP membrane potential fluorescence; galR3 body fused to GalR1 C-terminus | inhibition, % at 3 µM | O60755 | hit rate 0.44% among 360,000;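 active = inhibition above the screen-wide average plus 3 SD, cut at about 13% in these data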;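 note: forskolin and galanin both at EC90 stimulate the cells; cAMP rise reported by CNG channel membrane potential dye signal; 0% = forskolin plus galanin with DMSO and 100% = forskolin alone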
Target sequence (O60755 1-299 limits assumed): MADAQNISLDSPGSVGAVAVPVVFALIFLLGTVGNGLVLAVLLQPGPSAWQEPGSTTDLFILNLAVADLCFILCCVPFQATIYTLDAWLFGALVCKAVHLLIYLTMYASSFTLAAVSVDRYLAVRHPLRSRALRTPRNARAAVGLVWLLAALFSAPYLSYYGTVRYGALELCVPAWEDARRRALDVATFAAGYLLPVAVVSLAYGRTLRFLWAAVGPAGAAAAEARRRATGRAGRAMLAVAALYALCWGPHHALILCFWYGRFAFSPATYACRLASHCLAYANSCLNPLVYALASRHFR
IDE act: activators of human insulin-degrading enzyme in cells; P14735; HEK cells, FAbeta-B cleavage, fluorescence polarization; 0% vehicle, 100% cell-free pure enzyme wells; activation, % at 5.96 µM; hit rate 0.073% among 340,000; AID 493087;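 active = activation above the mean of all tested compounds plus 3 SD, set per screening campaign, cut at about 17% in these data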
HCV NS3 hel inh: HCV NS3 helicase inhibition | inhibition, % at 10.9 µM | NS3 helicase DNA unwinding, Cy5 molecular beacon fluorescence | hit rate 0.56% among 290,000 | AID 1800;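 active = inhibition above the mean of all tested compounds plus 3 SD, set per campaign, cut at about 35% in these data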;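 note: 0% = DMSO wells and 100% = thioflavine S control wells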
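Measured by: Cy5 fluorescence, 0 and 60 min reads / Assay system: NS3 helicase fragment of HCV / Control set: low DMSO, high thioflavine S at 110 µM / Times: 1 h reaction at 25 °C, ATP-initiated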
IMP-1 inhibitor: blocks Pseudomonas aeruginosa IMP-1 metallo-beta-lactamase | hit rate 0.45% among 290,000 | purified IMP-1, nitrocefin hydrolysis, epi-absorbance fluorescence | inhibition, % at 5.6 µM;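 active = inhibition above the mean plus 3 SD of all compounds in the same screening run, cut at about 4.5% in these data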;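 note: 0% = IMP-1 with DMSO and 100% = DMSO wells lacking enzyme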
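System: Purified recombinant IMP-1 metallo-beta-lactamase enzyme | Measured by: Fluorescence quenching readout, ex 480/em 530 nm | Replication: Singlicate | Incubation: 15 min preincubation plus 25 min reaction at 25 °C | Evaluation: Percent inhibition from optical density relative to buffer-blank wells | Benchmarks: DMSO with and without IMP-1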
Starred values were filed as active, the others as inactive; nt = not tested or not shown. No enrichment for hits (roughly 3.2% active in at least one column).

SMILES	VIM-2 inhibitor	SUMO HTRF inh	CRFBP-R2 block	pCIP destab	IDE inh	GalR3 antagonist	IDE act	HCV NS3 hel inh	IMP-1 inhibitor
N#Cc1cc2c(nc1SCc1cccnc1)CCC2	0.0	10.3	-1.2	-9.5	-4.4	-0.2	5.5	-0.2	-1.8
CCSc1nnc(NC(=O)c2nn(C(C)C)c(=O)c3ccccc23)s1	-5.9	-7.0	-8.2	11.7	2.6	-2.6	0.4	-8.7	-8.6
CC(=O)c1ccc2c(c1)OCCOCCOCCOCCO2	-2.7	12.5	-0.4	2.6	3.8	nt	0.3	7.2	-2.3
O=C(NCc1cccs1)C1CCC(CNS(=O)(=O)c2ccccc2)CC1 (stereo unspecified)	-1.3	3.1	-6.4	-43.1	-2.2	12.2	3.2	0.4	-0.8
CCn1cc(C(=O)NCc2ccccc2)c(=O)c2cc(F)c(N3CCN(C(=O)c4ccco4)CC3)cc21	-5.0	16.9	-34.8	0.9	1.7	0.2	-0.2	-7.2	-0.6
Cc1ccc(NC(=O)CCS(=O)(=O)c2cc3[nH]c(=O)c(=O)[nH]c3cc2C)cc1	-1.7	17.4	-24.6	-6.0	-7.2	-1.6	8.6	5.9	-1.0
O=C1CN(C(=O)COC(=O)CCS(=O)(=O)c2ccccc2Cl)c2ccccc2N1	nt	nt	1.4	nt	2.7	-7.3	0.3	nt	nt
CN(CCO)S(=O)(=O)c1ccc2c(c1)C(=O)c1cc(S(=O)(=O)N(C)CCO)ccc1-2	-1.1	15.1	1.5	-6.2	-8.1	-9.1	6.3	-9.1	-2.7
CC1(C)CC(=O)C2=C(C1)N(c1ccc(F)cc1)C(N)=C(C#N)C2c1cccs1 (stereo unspecified)	-0.4	0.5	12.5	-4.1	1.1	2.8	-6.9	7.4	0.2
Cc1ccc(NS(=O)(=O)c2ccc3oc(=O)ccc3c2)cc1Cl	-1.9	1.1	-9.3	-10.2	8.4	-11.7	0.5	-15.9	-1.8
Nc1nonc1-n1nnc(C(=O)N/N=C/c2ccc(OCc3ccccc3F)cc2)c1CNc1ccccc1	-3.0	18.8	-7.2	-7.1	5.0	-8.0	-3.5	4.6	-3.9
C/C(=N\NC(=O)c1ccc(CSc2nncn2C)cc1)c1ccc2ccccc2c1	-4.2	4.6	12.8	4.2	0.0	-2.4	-0.1	2.9	-3.2
COc1cc(C(=O)NCCOc2ccccc2C)c(Br)c(OC)c1OC	-2.3	6.1	19.6	-8.7	2.4	-3.3	1.9	-4.7	-4.4
Cc1ccc(NS(=O)(=O)c2cccc(C(=O)OCC(=O)NCc3ccco3)c2)cc1	-3.6	7.2	-12.6	-2.8	-3.3	0.3	0.1	9.0	-4.8
O=C(CNC(=O)c1ccc2c(c1)S(=O)(=O)N=C1CCCCCN12)Nc1ccc(F)c(F)c1	nt	nt	1.4	nt	10.9	-4.5	-3.7	nt	nt
CC(C)CC(NC(=O)c1ccc(Cl)cc1Cl)C(=O)O (stereo unspecified)	-2.4	8.2	-14.3	7.7	1.4	0.2	-0.9	-6.4	-3.7
CCOC(=O)C1CCCN(C(=O)c2cn(CC)c3ccc(S(=O)(=O)N(C)C)cc3c2=O)C1 (stereo unspecified)	-2.6	25.1	13.9	2.4	1.1	-1.2	4.8	0.3	-5.1
CC(=O)c1c(C)[nH]c(C(=O)NNC(=O)COc2ccc(Cl)cc2C)c1C	nt	nt	-4.6	nt	2.9	-2.6	2.2	nt	nt
Cc1nc2c(C)cccn2c(=O)c1NC(=O)COc1ccccc1	nt	nt	6.4	nt	-5.4	-3.6	-6.9	nt	nt
C/C(=N\NS(=O)(=O)c1ccc(C)cc1)c1ccc(C)s1	-1.7	-9.5	23.2	-4.3	-2.1	-5.8	-0.9	-11.1	-2.6
CSc1ccc(Cl)c(C(=O)NNC(=O)c2csc(N3CCOCC3)n2)c1	nt	nt	-7.0	nt	-1.7	2.0	3.2	nt	nt
O=c1[nH][nH]c(-c2ccccc2)c1C=Nc1ccc(C(F)(F)F)cc1	1.3	6.2	19.7	8.4	1.0	7.6	5.9	5.5	-1.3
O=C(O)/C=C/c1coc2ccccc2c1=O	0.3	-8.2	21.3	11.5	4.5	-2.0	-1.9	-6.6	-2.0
C/C(=N\n1c(C)cc(C)c(C#N)c1=O)c1cccs1	-3.8	-14.7	-3.9	-3.2	1.0	nt	6.5	-3.0	-3.1
Cc1cc(Cl)ccc1NC(=S)N1CCN(Cc2ccc3c(c2)OCO3)CC1	-2.7	1.9	-11.6	-15.4	5.5	-1.9	-0.9	6.1	-1.1
Cc1cc(N/N=C/c2ccccc2[N+](=O)[O-])nc(-n2nc(C)cc2C)n1	-5.2	5.3	-4.9	-23.9	-0.7	-2.0	-9.5	-0.1	-3.4
CS(=O)(=O)N1CCN(C(=O)COc2ccccc2)CC1	1.4	6.7	-0.7	-13.4	2.6	-5.4	4.4	-6.9	-1.5
COc1ccccc1NC(=O)Nc1ccc(NC(=O)c2ccccc2O)cc1	-1.1	-4.7	-1.1	-2.7	1.7	-9.4	-2.1	-9.8	-1.3
CCOC(=O)C(NC(=O)C1C(C)N1S(=O)(=O)c1ccc(C)cc1)C(=O)OCC (stereo unspecified)	-0.5	9.9	1.9	-7.4	-5.3	-0.7	6.6	-6.0	-3.0
C/C(=N\NC(=O)c1cc(Br)ccc1O)c1cccc(NC(=O)c2ccccc2F)c1	-4.3	0.4	6.2	-1.6	-1.4	-1.5	3.5	27.3	-2.3
O=[N+]([O-])c1c(Nc2ccccn2)cc(Cl)c2nonc12	-1.7	93.4*	25.9	-11.1	1.2	-4.4	-10.0	-2.0	-4.7
O=C(CCCC(=O)OCC(Cl)=C(Cl)Cl)Nc1cccc(F)c1	-0.7	-7.3	19.8	-6.9	5.8	-7.0	6.4	-2.8	-3.2
COc1ccc(-n2nnnc2CNC(=O)C(=O)c2c[nH]c3ccccc23)cc1	nt	nt	-8.8	nt	0.1	-2.5	-2.7	nt	nt
COC(=O)C(C)(C)ONC(=O)Nc1ccc(Br)cc1	-3.3	19.2	-4.4	-9.2	2.5	-4.0	-2.3	-7.0	-0.8
COc1cccc(CN2CC(C(=O)NC3CCC3)CCC2=O)c1 (stereo unspecified)	-1.5	9.3	-10.8	4.9	0.4	-2.9	0.8	-2.5	-1.6
Cc1c(NC(=O)c2ccc(S(=O)(=O)N3CCOCC3)cc2)c(=O)n(-c2ccccc2)n1C	-3.0	16.1	6.2	3.1	8.9	-0.8	12.4	3.2	-1.6
CC1CCCN(C/C=C/c2ccccc2[N+](=O)[O-])C1 (stereo unspecified)	1.6	-8.4	-14.1	2.9	-10.0	-4.9	-0.1	11.8	-0.2
Cc1ccc(C(=O)NCC(=O)OCC(=O)/C=C2\N(C)c3ccccc3C2(C)C)cc1C	-4.7	-10.0	-22.8	-3.5	9.4	-8.0	-4.4	-6.6	-2.2
CCCC1=NCCn2cccc21	-2.7	2.5	-1.9	1.9	12.6	-3.6	2.0	-8.0	-2.5
Cc1ccc(NC(=O)c2ccccc2F)cc1S(=O)(=O)N1CCCCCC1	0.8	-7.3	-0.8	4.4	-0.2	3.0	0.9	-13.7	-0.2
Cc1cccc(NC(=O)c2sc(Cl)nc2C)c1C	-6.1	2.8	14.2	-3.2	5.5	4.9	-2.6	-2.6	-3.7
CCOC(=O)c1ccccc1N=N/C(C(C)=O)=C(/C)O	0.1	15.9	6.4	-2.9	0.9	-0.9	-0.5	-0.9	-0.2
O=[N+]([O-])c1ccccc1/C=N/N1CCN(c2ccc(Cl)cc2)CC1	-1.2	3.1	28.2	-13.6	-0.4	-1.0	-4.9	-2.3	-2.1
NC(=S)NNC(=O)c1cccc(Cl)c1	-4.3	-8.5	-12.3	2.5	6.4	-1.1	-5.6	10.3	-4.3
CCc1ccc2[nH]c(=O)c(C(c3nnnn3CC3CCCO3)N3CCCc4ccccc43)cc2c1 (stereo unspecified)	1.8	22.3	-47.8	-8.8	2.4	-5.0	5.9	1.2	-4.4
COCCNC(=O)c1ccc(CS(=O)(=O)c2ccccc2OC)o1	1.1	-8.9	7.7	5.0	4.7	-10.9	2.6	16.8	-2.4
CCCCn1nc(C(=O)Nc2nc3c(s2)CCCC3)c2ccccc2c1=O	1.9	-17.8	-7.2	-3.2	-4.5	-3.5	0.6	-22.1	0.0
Cc1ccc(NC(=O)CN2CCC(NC(=O)Cc3ccccc3)CC2)cc1C	-3.5	12.9	5.0	-10.1	-0.3	-6.7	-3.3	4.4	-2.2
Cc1[nH]c2ccccc2c1/C=N/Nc1nc(Nc2ccccc2)nc(N2CCOCC2)n1	-4.9	8.8	-11.9	-37.1	1.9	-5.0	3.9	-86.6	-1.2
O=C(c1ccc(-c2nnc(Nc3cccc(Cl)c3)c3ccccc23)cc1)N1C[C@H]2C[C@H](C1)c1cccc(=O)n1C2	0.8	1.2	9.7	6.2	8.2	4.5	-10.5	-3.6	-2.3

Remaining list, next part.
SMILES	VIM-2 inhibitor	SUMO HTRF inh	CRFBP-R2 block	pCIP destab	IDE inh	GalR3 antagonist	IDE act	HCV NS3 hel inh	IMP-1 inhibitor
O=C(Cc1ccc(F)cc1)N/N=C/c1ccncc1	-2.9	9.5	-3.8	-2.0	-1.7	-11.3	0.1	6.3	-3.3
Cc1nc2c(C)cccn2c(=O)c1NC(=O)c1cccs1	nt	nt	0.1	nt	-1.3	-3.2	3.7	nt	nt
c1ccc(-n2nnnc2Sc2n[nH]c(-c3ccncc3)n2)cc1	-3.9	23.3	5.2	-2.0	-8.3	-2.7	-1.0	0.1	-2.3
CCCCC(CC(O)COCC(C)C)C(=O)NNC(=S)Nc1ccccc1 (stereo unspecified)	-3.4	-7.7	-14.3	2.4	1.0	-2.9	-4.3	-10.6	0.0
CC(C)[C@H](NC(=O)c1ccc(F)cc1)C(=O)NC1=NCCS1	-1.4	3.1	1.8	32.6	-1.5	-4.6	1.0	-1.5	-2.4
CCN(CC)CCNC(=O)c1ccc(NC(=O)c2cccc(-n3cnnn3)c2)cc1	nt	nt	2.5	nt	1.9	4.5	6.7	nt	nt
COc1ccccc1NC(=O)NCCN1CCN(C(=O)Nc2ccccc2OC)CC1	-3.8	6.0	4.9	-7.4	-4.7	-3.9	2.4	2.2	0.0
CCn1ncc(Br)c1C(=O)Nc1ccc(F)cc1F	1.6	8.8	-6.9	-14.6	-4.0	-2.3	1.6	-3.5	-4.9
CC1(C)CC(=O)C(C=NCCN2CCN(C(=O)c3ccc(Br)cc3)CC2)=C(O)C1	-1.8	9.5	-2.7	-1.9	-4.8	-1.2	-0.5	-5.0	0.1
O=c1oc2ccccc2cc1-c1nc(-c2ccccc2)no1	0.3	14.6	-20.0	-19.0	9.7	nt	0.5	-1.1	-1.4
